DAX1 inh-1 – DAX1 (NR0B1) inhibitors, primary screen, cell-based, HEK293, Gal4-DAX1, luciferase luminescence | Nuclear receptor subfamily 0 group B member 1 (Homo sapiens), P51843 | HEK293 Gal4-DAX1 luciferase reporter | inhibition, % at 6.75 µM | 340,000 compounds, 0.99% hits | AID 504766, 2011;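 active means inhibition above the mean over all tested compounds plus 3 SD, cut at about 4.2% in these data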;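 further: 0% = DAX1-transfected cells with DMSO and 100% = empty-vector control cells with DMSO; inhibition shows as a rise in luminescence from relieved DAX1 repression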
SMARCA2 act – SMARCA2 (BRM) function activators, primary screen, cell-based, luminescence, high throughput. MG213 cells, MMTV-luciferase reporter, dexamethasone, overnight. activation, % at 9.1 µM. 370,000 compounds, 1% hits. AID 652017, 2013; in the data active means activation above about 7.8%;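 further: 0% = vehicle wells and 100% = reference activator wells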
HGIII-sPLA2 inh – human group III sPLA2 inhibitors, primary screen, biochemical, QFRET, BODIPY PC-A2 liposome substrate; inhibition, % at 12.2 µM; Group 3 secretory phospholipase A2 (Homo sapiens), Q9NZ20; AID 743126, 2013; 370,000 compounds, 0.56% hits; QFRET BODIPY PC-A2 liposome hydrolysis, fluorescence;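 active means inhibition above mean plus 3 SD of compounds lying within the high and low control bounds, cut at about 19% in these data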;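 further: 0% = median of test compound wells and 100% = no enzyme DMSO wells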
Target sequence (Q9NZ20 whole entry, looked up): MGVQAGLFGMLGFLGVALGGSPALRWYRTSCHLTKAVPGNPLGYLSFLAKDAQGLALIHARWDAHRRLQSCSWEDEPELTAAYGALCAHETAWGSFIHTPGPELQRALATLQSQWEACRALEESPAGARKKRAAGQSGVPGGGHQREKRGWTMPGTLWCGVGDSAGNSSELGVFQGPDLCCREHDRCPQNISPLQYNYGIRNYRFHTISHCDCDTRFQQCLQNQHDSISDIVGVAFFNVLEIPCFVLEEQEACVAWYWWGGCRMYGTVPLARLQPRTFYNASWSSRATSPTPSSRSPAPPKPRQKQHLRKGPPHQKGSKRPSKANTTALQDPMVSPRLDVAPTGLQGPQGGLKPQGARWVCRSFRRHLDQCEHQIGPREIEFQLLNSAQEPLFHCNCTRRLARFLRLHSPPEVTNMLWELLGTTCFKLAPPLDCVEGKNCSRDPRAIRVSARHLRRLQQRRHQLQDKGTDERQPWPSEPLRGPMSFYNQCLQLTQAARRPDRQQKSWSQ
Rev-erbA mod – modulators of Rev-erb alpha DNA binding, primary screen, biochemical, FITC-DNA, fluorescence polarization, uHTS | activity, % at 10 µM | Rev-erbα–FITC-DNA binding, 90 min | 370,000 compounds, 0.79% hits | Nuclear receptor subfamily 1 group D member 1 (Homo sapiens), P20393;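 active means activity above about 14%, limit read from the data; passing the limit was not always enough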;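 further: 0% = DMSO wells with 35 nM protein and 100% = DMSO wells with 750 nM protein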
Target sequence (P20393 whole entry, looked up): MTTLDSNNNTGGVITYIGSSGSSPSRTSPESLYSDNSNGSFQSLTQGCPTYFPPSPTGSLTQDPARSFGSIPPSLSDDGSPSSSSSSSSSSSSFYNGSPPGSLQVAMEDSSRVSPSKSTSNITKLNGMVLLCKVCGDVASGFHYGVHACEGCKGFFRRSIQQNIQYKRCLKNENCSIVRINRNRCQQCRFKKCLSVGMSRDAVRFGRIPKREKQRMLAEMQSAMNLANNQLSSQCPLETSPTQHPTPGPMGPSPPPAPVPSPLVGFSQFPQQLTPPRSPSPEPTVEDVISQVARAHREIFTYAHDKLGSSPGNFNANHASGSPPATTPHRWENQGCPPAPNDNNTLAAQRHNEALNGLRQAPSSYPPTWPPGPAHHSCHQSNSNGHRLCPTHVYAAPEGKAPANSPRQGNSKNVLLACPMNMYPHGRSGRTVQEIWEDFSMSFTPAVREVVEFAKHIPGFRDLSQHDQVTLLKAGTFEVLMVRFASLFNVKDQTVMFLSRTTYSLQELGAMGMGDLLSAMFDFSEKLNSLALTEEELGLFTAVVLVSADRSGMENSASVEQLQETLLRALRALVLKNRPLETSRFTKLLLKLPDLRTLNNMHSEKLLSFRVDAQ
DAX1 inh-2 – DAX1 (NR0B1) inhibitors on StAR promoter, primary screen, cell-based, luminescence, SF-1 (NR5A1), full-length DAX-1; HEK293T StAR-luciferase reporter, SF-1/DAX-1 repression relief; inhibition, % at 6.8 µM; 370,000 compounds, 1.1% hits; AID 652010, 2013;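 active means inhibition above the mean over all tested compounds plus 3 SD, cut at about 3.6% in these data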;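 further: 0% = DAX-1 cells with DMSO and 100% = cells lacking DAX-1 with DMSO; higher inhibition means more luminescence from relief of DAX-1 repression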
ssDAF12 agonist – S. stercoralis DAF-12 nuclear receptor activators, primary screen, cell-based, luminescence, HEK293, GRIP1 co-expression, lit1-tk-luc | activation, % at 6.8 µM | 370,000 compounds, 1% hits | Nuclear hormone receptor DAF-12 (Strongyloides stercoralis) | HEK293 ssDAF-12/GRIP1 lit1-tk-luc reporter; % of 3 µM dafachronic acid response | AID 652126, 2013;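 active means activation above the mean over all tested compounds plus 3 SD, cut at about 0.9% in these data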;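 further: 0% = DMSO-only wells and 100% = 3 µM delta7-dafachronic acid wells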
PG9 Ab binder – binders of HIV-1 gp120 antibody PG9, primary screen, biochemical, TR-FRET. HIV-1 gp120 / PG9 antibody interaction. 360,000 compounds, 0.43% hits. TR-FRET gp120-PG9 antibody binding. inhibition, % at 6.7 µM; in the data active means inhibition above about 8.5%
hgDAF12 agonist – H. glycines DAF-12 receptor agonists, primary screen, cell-based, luminescence, HEK293, GAL4 fusion, UAS-luciferase; Nuclear hormone receptor DAF-12 (Heterodera glycines), GAL4 fusion; HEK293 GAL4-hgDAF12 UAS-luciferase reporter, agonist luminescence; normalized to butyrate control; activation, % at 6.8 µM; 370,000 compounds, 1.8% hits; AID 687014, 2013;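 active means activation above a cutoff set at the mean of all screened compounds plus 3 SD, cut at about 10% in these data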;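 further: 0% = DMSO wells and 100% = sodium butyrate wells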
hcDAF12 agonist – H. contortus DAF-12 nuclear receptor activators, primary screen, cell-based, luminescence, HEK293, lit1-tk-luc reporter; 370,000 compounds, 1.4% hits; activation, % at 6.8 µM; HEK293 hcDAF-12 lit1-tk-luc reporter; 0% DMSO, 100% Δ7-dafachronic acid;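 active means activation above the mean of all tested compounds plus 3 SD, cut at about 5.5% in these data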;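 further: 100% = response to 3 µM Δ7-dafachronic acid high control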
GAA850 FXN act – FXN promoter activators, primary screen, cell-based, luciferase luminescence, HEK293 lucGAA850; HEK293 lucGAA850 FXN promoter luciferase reporter, 24 h; percent of 10 µM SAHA response; activation, % at 6 µM; 360,000 compounds, 0.56% hits;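 active means activation above the average of all compounds screened plus 3 SD, cutoff fixed separately per campaign, cut at about 7.5% in these data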;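 further: 0% = DMSO wells and 100% = 10 µM SAHA wells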
PLC-beta3 inh – human PLC-beta3 inhibitors, primary screen, biochemical, fluorescence; 1-phosphatidylinositol 4,5-bisphosphate phosphodiesterase beta-3 (Homo sapiens), Q01970; Purified PLC-beta3, fluorogenic substrate; inhibition, % at 12.2 µM; 370,000 compounds, 0.18% hits; AID 720704, 2013; in the data active means inhibition above about 11%;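 further: 0% = median of compound wells on plate and 100% = full blocker control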
Numbers without * were called inactive; i = inactive; · = no result given; & = joins results of further samples.

SMILES	DAX1 inh-1	SMARCA2 act	HGIII-sPLA2 inh	Rev-erbA mod	DAX1 inh-2	ssDAF12 agonist	PG9 Ab binder	hgDAF12 agonist	hcDAF12 agonist	GAA850 FXN act	PLC-beta3 inh
CCOC(=O)N1CCN(C(=O)c2cc3ccc(OC)cc3[nH]2)CC1	-0.5	-0.8	5.2	7.0	0.0	-0.6	-0.3	0.3	-1.5	0.0	-5.6
O=C(CSc1nncn1-c1ccccc1F)NC1CC1	1.7	0.1	5.9	-5.1	0.8	-1.1	-1.1	4.4	2.6	1.4	0.9
CCSc1nnc(NC(=O)c2ccc(Br)s2)s1	0.8	1.1	-1.0	3.5	0.0	-0.9	-2.2	-1.7	-1.0	2.1	-8.3
CCOC(=O)[C@H]1[C@H]2COc3ccccc3[C@@H]2N2C(=O)c3ccc(Cl)cc3NC(=O)[C@@]12C	0.5	0.5	-1.0	-0.9	-0.2	-0.9	0.4	-0.4	-1.7	-12.0	1.4
CC(OC(=O)c1cccc(S(=O)(=O)N(C)C)c1)C(=O)NCc1ccc2c(c1)OCO2 (stereo unspecified)	0.4	-1.0	-1.2	8.4	1.0	-0.9	-0.7	4.1	-0.1	-1.2	-0.8
O=C(COC(=O)c1ccccc1NCCO)NNC(=O)c1cccs1	0.1	-0.7	-3.0	6.3	1.4	-1.1	-1.7	-0.7	0.1	1.4	i
CCN1CCC(O)(/C=C/c2ccc(C(C)C)cc2)C(C(=O)/C=C/c2ccc(C(C)C)cc2)C1 (stereo unspecified)	1.2	-3.5	-26.4	-2.0	-1.4	-1.1	-1.2	1.6	-0.4	1.7	-0.7
Cc1occc1C(=O)NC(C)C(C)(C)C (stereo unspecified)	0.1	6.3	-1.7	2.9	0.6	-0.7	-2.9	-1.2	-0.9	1.3	3.0
COc1ccc(Cc2nc(C)cc(Cl)n2)cc1[N+](=O)[O-]	0.3	-1.3	0.6	-0.6	-0.1	-1.4	-1.0	0.8	-1.5	-0.8	-2.7
O=C(O)c1ccc(N2C(=O)CCCC2=O)cc1	1.7	-3.1	1.4	0.2	-0.1	-0.9	0.8	-0.4	-1.2	0.6	-6.8
COCCNC(=O)c1onc(CSc2cc(C)cc(C)c2)c1C(=O)O	1.0	0.6	4.6	-2.3	0.0	-1.2	-0.9	1.1	-0.3	-0.3	0.2
COc1cc(/C=N/NC(=O)c2ccc3c(c2)OCCO3)c(Br)c(Br)c1O	0.3	0.5	1.8	-1.7	1.4	-1.0	-9.7	2.3	-0.7	2.2	-151.6
CC(=O)Oc1ccc(N(C(C)=O)S(=O)(=O)c2ccc(C)cc2C)c2ccccc12	-0.4	-3.7	-21.7	7.9	-1.8	-1.5	2.5	-5.5	-3.1	-2.4	-13.3
CC(C)OC(=O)CC(=O)CC(O)c1cccc([N+](=O)[O-])c1 (stereo unspecified)	·	-4.5	-28.0	1.8	-0.6	-1.0	0.1	-1.7	0.0	·	1.9
COc1ccc2sc3cccc(NCCN(C)C)c3c(=O)c2c1	·	29.3*	-14.4	-1.1	1.7	-0.8	-2.8	5.1	0.9	·	-11.2
CCOc1cccc2sc(NC(=O)CC)nc12	-0.3	-0.5	0.6	-0.9	-0.4	-1.4	-0.8	-1.1	-2.8	-1.9	2.2
COc1ccccc1N1CCN(C(=O)NCc2cccc(C(F)(F)F)c2)CC1	-0.6	0.8	3.5	4.8	-0.3	-1.2	0.4	-1.1	-1.2	1.8	-4.6
Cc1ccc(S(=O)(=O)CCSc2cccc(C(=O)O)c2)cc1	-0.8	2.3	-1.0	-3.8	0.7	-1.2	0.0	-1.2	0.9	1.3	-6.6
CCOC(=O)N(NC(=O)C(O)(c1ccccc1)c1ccccc1)c1ccccc1	-0.9	-4.0	-0.5	1.6	-1.6	-0.8	1.1	0.3	2.2	-1.6	8.0
CCN1CCN(Cc2ccc(NC(=O)c3ccc(C)c(NC(=O)N4CCNC4=O)c3)cc2C(F)(F)F)CC1	1.2&0.9&-0.1	-4.6&-1.4	6.9&-11.4	1.2&3.2	0.8&0.6	-1.5&-1.6	-1.0&-1.8	0.9&0.4	-2.1&-2.2	1.4&-0.8&-1.6	0.4&2.4
O=C(CN1CCN(Cc2ccccc2)CC1)Nc1ccc(N2CCOCC2)cc1	-0.1	-2.7	1.8	7.3	0.0	0.2	-3.8	0.5	3.0	1.6	-1.2
CSc1nccc(Oc2ccc(C#N)cc2)n1	0.3	2.2	0.5	0.7	-0.3	-1.7	-2.2	1.1	-2.9	0.8	1.4
CCCCOCCCNC(=O)N[C@@H](CCSC)C(=O)OC	1.1	2.4	-2.1	-6.1	-1.0	-1.9	-2.6	-1.4	-1.3	1.6	0.6
O=C(CSc1nc2ccccc2s1)N1c2ccccc2Sc2ccc(Cl)cc21	0.2	-1.8	-14.1	4.5	-0.2	-1.6	-2.7	3.4	-1.9	0.4	0.3
CC(C)Cn1c(N)c(C(=O)CSc2nc3ccccc3n2C)c(=O)n(C)c1=O	0.1	-2.1	2.2	-3.0	-0.2	0.2	-0.3	-0.2	3.3	0.3	2.6
S=c1[nH]nc(-c2ccco2)n1/N=C/c1cccc(Cl)c1Cl	-0.3	-0.8	7.9	-2.5	0.3	-0.4	-0.5	-1.5	4.4	2.9	-1.2
O=C1C2C3C=CC(C3)C2C(=O)N1c1ccc(-c2nc3ccccc3o2)cc1 (stereo unspecified)	4.1	3.5	6.3	5.1	1.8	-0.9	0.3	6.5	2.5	1.4	4.5
CCCN1Cc2cccc(C(=O)Nc3ccc(OC)c(OC)c3)c2C1=O	0.0	-2.2	12.6	-3.3	0.2	-1.2	0.7	0.0	-2.2	0.3	-10.6
COc1cccc(C=Nc2cc(C)cc(C)c2)c1O	-1.1	-2.3	-2.2	1.6	-0.1	-0.9	-4.5	0.5	0.3	1.2	-2.7
CCOCCOc1nc(C)cc(C)c1S(=O)(=O)c1ccccc1C	-0.5	-6.0	4.0	-1.8	0.2	-1.2	2.4	-5.1	0.1	2.0	-1.4

By substructure, those above containing a thiophene ring, fused or not (2)
SMILES	DAX1 inh-1	SMARCA2 act	HGIII-sPLA2 inh	Rev-erbA mod	DAX1 inh-2	ssDAF12 agonist	PG9 Ab binder	hgDAF12 agonist	hcDAF12 agonist	GAA850 FXN act	PLC-beta3 inh
CCSc1nnc(NC(=O)c2ccc(Br)s2)s1	0.8	1.1	-1.0	3.5	0.0	-0.9	-2.2	-1.7	-1.0	2.1	-8.3
O=C(COC(=O)c1ccccc1NCCO)NNC(=O)c1cccs1	0.1	-0.7	-3.0	6.3	1.4	-1.1	-1.7	-0.7	0.1	1.4	i

Continuation.
SMILES	DAX1 inh-1	SMARCA2 act	HGIII-sPLA2 inh	Rev-erbA mod	DAX1 inh-2	ssDAF12 agonist	PG9 Ab binder	hgDAF12 agonist	hcDAF12 agonist	GAA850 FXN act	PLC-beta3 inh
N#CCCn1cc(C(=O)Nc2ccc([N+](=O)[O-])cc2)c(-c2cc3ccccc3o2)n1	1.3	3.4	-4.8	-7.5	-1.1	-0.7	1.7	5.0	-1.2	-1.1	-2.9
Cc1ccccc1N(CC(=O)N/N=C/c1ccc(N(C)C)cc1)C(=O)c1ccccc1	-0.5	1.9	-8.2	4.5	0.5	-1.2	-0.4	3.8	-0.4	1.7	-33.1
Cc1ccccc1-c1nnc(NC(=O)CSc2nc3ccccc3s2)s1	0.7	0.7	-21.7	11.4	0.3	-0.4	1.7	1.5	3.0	0.3	-7.7
C=CCOc1ccc(CNCCc2ccc(S(N)(=O)=O)cc2)cc1	-0.6	2.9	-10.1	1.9	-0.1	-0.7	-2.0	2.0	0.8	-1.0	2.1
COC(=O)Cc1nnc(NC(=O)c2ccccc2)s1	0.8	1.9	-14.5	-3.9	-0.2	-0.3	-2.9	4.8	4.0	0.9	-1.9
O=C(c1ccc(CSc2nc3ccncc3[nH]2)cc1)N1CCN(c2cccc(Cl)c2)CC1	-3.2	-9.0	-22.6	-0.6	-4.8	-2.4	0.3	-11.0	-4.8	-2.3	2.4
COc1ccc(CC(=O)N2CCC(c3ccccc3)C2)cc1 (stereo unspecified)	1.6	3.2	0.6	-2.7	2.3	-1.1	2.2	0.2	1.7	1.4	-0.9
COC(=O)C1=C(C)N(Cc2ccccc2C(F)(F)F)C(=NCc2ccccc2)NC1c1ccc(Cl)cc1 (stereo unspecified)	·	-3.4	15.1	1.5	-0.6	-1.0	-1.2	2.9	3.5	·	-2.7
CCOCC(=O)NC1CCc2cc(OC)c(OC)c(OC)c2-c2ccc(SC)c(=O)cc21 (stereo unspecified)	-0.5	-0.1	-7.4	-1.2	3.5	-0.9	-3.6	-4.2	0.6	0.4	5.2
CCN(Cc1ccncc1)C(=S)Nc1ccccc1C	0.8	-2.9	1.3	-10.7	-0.3	-1.1	0.2	-1.0	-0.4	-0.4	1.9
CC(C)(C)c1nc(CN2CCOCC2)ccc1O	-1.2	0.1	5.1	-2.2	-0.6	-1.0	0.8	0.7	-1.3	-1.0	-0.8
CC(=O)c1ccc(N2CCN(C(=O)c3ccco3)C(C)C2)c(F)c1 (stereo unspecified)	-1.0	-1.5	-0.4	-5.3	-0.7	-1.2	-0.7	-0.2	-0.8	-0.3	-6.3
Cc1ccc(CN(CC(=O)NC2CCCC2)C(=O)c2csnn2)cc1	-1.6	-1.4	5.0	0.4	0.0	-1.1	-0.1	-0.5	-1.4	1.1	-7.4
CC(C)C[C@H](NC(=O)N1CC(=O)Nc2ccccc21)C(=O)N[C@@H](C(=O)O)c1ccccc1	0.4	-0.7	0.3	-7.0	0.1	-1.0	1.0	0.3	1.1	0.5	-5.7
O=C(Nc1ccccc1)Nc1ccncc1	0.2	0.7	-4.9	4.8	-1.6	-1.4	-0.4	6.4	-1.2	0.6	-5.5
CCOC(=O)c1c(C2COc3ccccc3O2)csc1N (stereo unspecified)	-1.3	2.0	-4.3	3.2	-0.6	-1.1	-0.4	-1.4	1.7	3.3	-2.0
COc1ccc(OC)c(N(CC(=O)Nc2ccc3c(c2)OCO3)S(=O)(=O)c2ccccc2)c1	-0.8	-3.6	-5.8	1.8	-0.4	-1.4	-0.7	-4.7	-2.7	-2.2	-4.3
